PTHR1 ag: agonists of human PTHR1 parathyroid hormone receptor; HEK293 GP2 PTHR1 cells, GloSensor cAMP luminescence, 1 h; Potency, µM (highest dose often 115 µM), for inactives: at the top dose activation, usual class: activators; 410,000 compounds, 0.075% hits; AID 743266; note: potency is the fitted concentration of half-maximal effect; nearly all actives have a fitted effect of over 55% in size; some results filed as inactive show a strong effect at the top dose; inactives centre near -15; many of its hits are not listed in these tables
Target sequence (Q03431 whole entry, looked up): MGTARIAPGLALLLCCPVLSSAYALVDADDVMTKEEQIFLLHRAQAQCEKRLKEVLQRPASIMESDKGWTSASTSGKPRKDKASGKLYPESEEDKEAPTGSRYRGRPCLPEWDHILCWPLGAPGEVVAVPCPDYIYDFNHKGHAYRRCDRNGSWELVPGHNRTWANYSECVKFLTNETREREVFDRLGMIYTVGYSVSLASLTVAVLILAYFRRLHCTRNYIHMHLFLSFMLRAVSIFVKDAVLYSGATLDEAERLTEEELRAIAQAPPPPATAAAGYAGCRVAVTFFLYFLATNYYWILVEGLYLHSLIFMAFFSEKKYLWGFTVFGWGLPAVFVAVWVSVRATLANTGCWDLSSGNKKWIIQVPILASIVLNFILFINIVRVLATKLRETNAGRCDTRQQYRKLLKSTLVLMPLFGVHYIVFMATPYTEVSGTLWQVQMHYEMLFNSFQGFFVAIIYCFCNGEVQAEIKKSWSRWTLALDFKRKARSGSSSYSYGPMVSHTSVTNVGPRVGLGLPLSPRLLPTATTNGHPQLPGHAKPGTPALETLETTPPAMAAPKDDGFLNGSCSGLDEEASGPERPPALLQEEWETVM
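HEK-293-derived GP2 cells expressing PTHR1 and a GloSensor cAMP reporter, 3,000/well, plated overnight, given luciferin plus IBMX (each 0.5 mM as added) for 1 h at 37 °C, then compound for 1 h at 37 °C. Luminescence was read after 15 min at room temperature.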
EPAC2 agonist: agonists of human EPAC2 (RAPGEF4); EPAC2 activation, biochemical qHTS; response scale: 100% = 6.5 mM cAMP response; Potency, µM (top dose mostly 154 µM), inactives show at the top dose activation, most hits filed as activators; 360,000 compounds, 0.079% hits; note: potency is the fitted concentration of half-maximal effect; nearly all actives have a fitted effect of over 50% in size
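Nucleotide exchange monitored as fluorescence drop when BODIPY-GDP leaves Rap1B. Reaction: 100 nM EPAC2, 250 nM RAP1B-BODIPY-GDP, 50 uM GDP, room temperature, kinetic read over 30 min. Activity expressed relative to 6.5 mM cAMP.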
CCT modulator: modulators of cytosolic chaperonin (CCT/TRiC) activity. purified chaperonin ATPase assay, HTRF ADP detection, 30 min. activity change, % (test concentration not listed), hits read low. 360,000 compounds, 0.3% hits. AID 651819; in the data active = activity change below about -30%; note: % is set by controls: 0 for no effect and ±100 for the full control effect
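Enzyme 40 or 20 nM (batch-dependent) in Tris pH 7.4/KCl/MgCl2/DTT; cpd 76 uM single point; ATP 10 uM; 30 min 37 °C; Transcreener ADP HTRF detection, 30 min RT; ratio 665/615.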
MmCpn inh: inhibitors of Methanococcus maripaludis chaperonin (MmCpn); purified Mm-Cpn ATPase, ADP Transcreener TR-FRET; Potency, µM (doses to about 76.9 µM), for the others: at the highest dose activity, negative = inhibition, most hits filed as inhibitors; 330,000 compounds, 0.031% hits; AID 504842; note: potency is the fitted concentration of half-maximal effect; % is set by controls: 0 for no effect and ±100 for the full control effect; nearly all actives have a fitted effect of over 80% in size
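Compound-treated chaperonin, 25 nM final, turns over 10 uM ATP at 37°C for 30 min following a 10 min preincubation; ADP generated competes with ADP-d2 for Eu-cryptate antibody, lowering FRET.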
Akt phos inh: Akt phosphorylation inhibition. AID 651550. Neuro2A IGF-stimulated pAkt S473 HTRF, 20 min; active compounds read low. activity change, % for hits at 50 µM. 360,000 compounds, 0.32% hits; in the data active = activity change below about -80%; inconclusive = mostly about -51% to -80%; note: % is set by controls: 0 for no effect and ±100 for the full control effect
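Neuro2A cells in DMEM with 0.5% FBS, overnight at 37 deg C, given compound at single 50 µM final, then IGF (6 nM final) for 20 min at 37 deg C. Lysed; phospho-Akt Ser473 by HTRF after 24 h, 665/615 ratio.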
EPAC2 antagonist: blocks human EPAC2 exchange factor. Q8WZA2. EPAC2 GEF exchange of Rap1B-BODIPY-GDP, fluorescence. Potency, µM (top dose mostly 114 µM), for the others: at the top dose activity, negative = inhibition, most hits filed as inhibitors. 360,000 compounds, 0.18% hits. AID 720708; note: potency is the fitted concentration of half-maximal effect; % is set by controls: 0 for no effect and ±100 for the full control effect; nearly all actives have a fitted effect of over 45% in size; many of its hits are not listed in these tables
DRD3 agonist: D3 dopamine receptor (human) agonism. D3R DiscoveRx beta-arrestin cells, luminescence, 90 min. max activation, %. 410,000 compounds, 0.58% hits; in the data active = max activation above about 30%; note: 0% is about no effect; mostly tested at two doses, the higher about 12 µM
Target sequence (P35462 whole entry, looked up): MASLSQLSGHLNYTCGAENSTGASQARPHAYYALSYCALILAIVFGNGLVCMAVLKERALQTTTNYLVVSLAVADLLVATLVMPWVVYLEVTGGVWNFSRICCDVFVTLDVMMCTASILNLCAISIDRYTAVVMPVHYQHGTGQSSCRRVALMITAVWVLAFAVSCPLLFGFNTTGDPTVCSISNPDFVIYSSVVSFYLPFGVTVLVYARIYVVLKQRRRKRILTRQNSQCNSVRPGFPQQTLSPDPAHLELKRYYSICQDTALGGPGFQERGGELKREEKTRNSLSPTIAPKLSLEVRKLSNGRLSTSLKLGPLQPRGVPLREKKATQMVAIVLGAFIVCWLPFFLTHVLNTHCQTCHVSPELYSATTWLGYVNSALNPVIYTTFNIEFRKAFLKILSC
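Agonist mode: compounds and dopamine controls were applied to plated cells for 90 min at 37 degrees C after an overnight attachment at 1500 cells/well. Luminescent read-out followed 30 - 60 minutes at room temperature with DiscoveRx detection reagent.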
DRD3 antagonist: D3 dopamine receptor (human) antagonism; 360,000 compounds, 2.5% hits; max response, negative = inhibition, %; AID 652054; D3R cells, DiscoveRx beta-arrestin luminescence, antagonist mode; active compounds read low; in the data active = max response below about -50%; inconclusive = no clear call, values can overlap the other calls; note: % is set by controls: 0 for no effect and ±100 for the full control effect; mostly tested at two doses, the higher about 12 µM
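Cells plated overnight at 1500 cells/well, then exposed to library compounds with dopamine controls for 90 minutes at 37 degrees C. DiscoveRx reagent added for 30–60 minutes at room temperature; luminescence read, quantitative HTS format.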
* marks the source's active call; other numbers are inactive results; i = inactive; u = inconclusive; x = no result given; [ ] = another dose, or the depositor's remark. Unless noted, calls come from the whole dose curve; as a rule, active = well fitted curve in the direction sought with a large enough effect; inconclusive = small, poorly fitted or top-dose-only effect, or another doubt; inactive = no such curve, though single readings can be large; an effect the other way counts as inactive or inconclusive. A portion of the library; the hit share may differ from the screen's.

SMILES	PTHR1 ag	EPAC2 agonist	CCT modulator	MmCpn inh	Akt phos inh	EPAC2 antagonist	DRD3 agonist	DRD3 antagonist
Cc1ccccc1S(=O)(=O)Nc1ncc(C(F)(F)F)cc1Cl	-43%[inhibitor]	8%	1.1	1%	i	3%	2	-13
CC1CCC(NC(=O)c2nn(C)c(=O)c3ccccc23)CC1 (configuration not stated)	i	4%	1.2	x	i	4%	1	1
CCCc1ccc(OCC(=O)O)cc1	-2%[57.5 µM]	7%	-3.0	0%	i	4%	2	3
O=C(Nc1ccc2oc(-c3ccncc3)nc2c1)c1ccco1	-26%	-1%	0.6	-5%	i	3%	-2	-9
Cc1nc(NC(=O)c2ccc(Cl)cc2)sc1Cc1ccc2c(c1)OCO2	-15%	1%	-2.1	0%	i	-4%	3	-2
Cc1ccc(N2CCN(C(=O)N3CCOCC3)CC2)cc1C	i	7%	-2.7	1%	i	5%	-8	-5
COc1ccccc1C(=O)Nc1ccc(S(=O)(=O)N2CCC(C)CC2)cc1	-9%	-2%	-0.9	0%	i	-8%	6	6
C=C[C@]1(C)C=C2C(=O)[C@@]3(O)OC(=O)[C@@]4(CCCC(C)(C)[C@H]34)[C@@]2(O)CC1	-63%	-7%	-1.1	x	i	u	-9	-58*
CC(C)(C)OC(=O)N1CCC[C@H]1c1nnc(SCc2ccccc2Cl)o1	-33%[inhibitor][57.5 µM]	10%	-3.4	0%	i	-8%	3	20
CC1CCN(CC(=O)Nc2ccccc2-c2ccccc2)CC1	-23%[57.5 µM]	-3%	0.7	2%	i	1%	-31	-21
O=C(CN1CCOCC1)Nc1ccccc1C(=O)O	18%[57.5 µM]	3%	0.4	0%	i	11%	-8	-16
c1coc(CNC2CCCCCCC2)c1	i	-2%	0.3	-1%	i	5%	0	-21
NC(=O)c1nc(C2CCCCC2)nc2c1[nH]c(=O)n2-c1ccc(F)cc1	-12%	-8%	-1.4	0%	i	7%	0	22
CCc1nc(SCC(=O)Nc2ccc(C(=O)O)cc2)n[nH]1	15%	-1%	1.5	0%	i	5%	7	43
CC(C)C(NC(=O)c1c(F)cccc1F)C(=O)OCN1C(=O)c2ccccc2C1=O (configuration not stated)	i	1%	-0.7	-1%	i	3%	3	8

Single records, from the list above. Order of values: PTHR1 ag, EPAC2 agonist, CCT modulator, MmCpn inh, Akt phos inh, EPAC2 antagonist, DRD3 agonist, DRD3 antagonist
Listed for COc1ccccc1C(=O)Nc1ccc(S(=O)(=O)N2CCC(C)CC2)cc1 = -9%, -2%, -0.9, 0%, i, -8%, 6, 6
Listed for Cc1nc(NC(=O)c2ccc(Cl)cc2)sc1Cc1ccc2c(c1)OCO2 = -15%, 1%, -2.1, 0%, i, -4%, 3, -2

(listing goes on)
SMILES	PTHR1 ag	EPAC2 agonist	CCT modulator	MmCpn inh	Akt phos inh	EPAC2 antagonist	DRD3 agonist	DRD3 antagonist
Cc1ccc(S(=O)(=O)NCC(=O)N(CC(=O)NCC2CCCO2)Cc2ccccc2Cl)cc1 (configuration not stated)	-24%	4%	-2.4	3%	i	0%	7	3
COc1ccccc1N1CCN(CC(=O)c2ccc3ccn(C(C)=O)c3c2)CC1	-22%	1%	1.0	-2%	i	3%	-9	u
COc1ccc(NC(C)=O)cc1S(=O)(=O)Nc1ccccc1C(=O)NCCc1ccccc1	-11%	4%	-0.2	-1%	i	0%	18	21
CCN(CC1CCCN(CCc2cccc(OC)c2)C1)C(=O)c1ccoc1 (configuration not stated)	i	13%	1.5	1%	i	-1%	-22	-11
CC(C)CN(C(=O)COC(=O)CN1C(=O)c2ccccc2C1=O)c1c(N)n(Cc2ccccc2)c(=O)[nH]c1=O	-7%	-12%	1.4	1%	i	0%	-3	17
COC(c1ccccc1)c1nnc(CCC(=O)NCc2ccc3ncccc3c2)o1 (configuration not stated)	-11%	8%	-1.1	1%	i	2%	3	8
COc1ccc(NC(=O)c2ccc(Br)o2)cc1	-17%	16%	-0.9	0%	i	13%	9	-9
CCC(=O)N/C(N)=N/c1nc(C)c2cc(C)c(C)cc2n1	i	11%	-0.4	-4%	i	4%	15	6
COCCn1cnnc1SCC(=O)Nc1cc(C)on1	-20%	-2%	0.5	0%	i	6%	-5	13
COc1cccc(C(=O)Nc2ccccc2OC(F)(F)F)c1	i	-2%	0.4	-4%	i	-11%	3	15
CCOC(=O)C1CCN(CCC(=O)Nc2cccc(Cl)c2C)CC1	-1%[57.5 µM]	2%	0.1	0%	i	-1%	-12	-20
O=[N+]([O-])c1cccc(-c2ccc(C(=S)N3CCOCC3)o2)c1	-23%	7%	0.3	-2%	i	-16%	9	3
Cc1onc(-c2c(F)cccc2Cl)c1C(=O)c1ccccc1	-5%	13%	-1.0	-5%	i	u	3	-4
COC(=O)Cn1cc(C(=O)OC)cc(Br)c1=O	-12%[57.5 µM]	u	2.4	0%	x	0%	1	12
CCc1ccccc1N(C(=O)c1cccs1)C1C=CS(=O)(=O)C1 (configuration not stated)	-1%	-3%	-0.9	-1%	i	5%	-4	4
CC1(CN2CCCC2)CCC(NC(=O)C(c2ccccc2)c2ccccc2)C(C)(C)O1 (configuration not stated)	i	0%	-1.1	x	i	4%	-14	-11
COc1ccc(N(C(=O)c2ccco2)C(C(=O)NC2CCCC2)c2cccs2)cc1 (configuration not stated)	i	0%	-1.2	0%	i	-12%	-1	-12
CCN1CCCC1CNC(=O)c1ccc2c(c1)NC(=O)/C(=C\c1ccccc1F)S2 (configuration not stated)	0%	6%	1.0	x	i	11%	-7	-21
Brc1ccc(OCc2ccccc2)c(CNCC2CCCO2)c1 (configuration not stated)	i	4%	-0.7	0%	i	-5%	-8	-14
COc1ccccc1CN(C)C(=O)c1cccc(S(=O)(=O)N2CCCC2)c1	-49%[inhibitor]	0%	1.5	0%	i	-14%	-5	-9
CC(=O)Nc1ccc(NC(=O)CN(C)S(=O)(=O)c2ccc3nc(C)sc3c2)cc1	-3%	-5%	-0.5	1%	i	-3%	-3	22
COc1ccc2nc(NC(=O)CSc3nnc(C)n3N)sc2c1	-58%[inhibitor]	-1%	0.6	-1%	i	6%	-9	-6
CCC(=O)Nc1ccccc1C(=O)N1CCOCC1	i	0%	-17	0%	i	8%	2	-5
COc1ccc(CCNC(=O)c2c(C)nn(-c3ccccc3)c2Cl)cc1	-1%	-5%	-1.7	-1%	i	16%	2	9
COc1ccc(N2CC(C(=O)Nc3ccc(S(=O)(=O)N4CCOCC4)cc3)CC2=O)cc1 (configuration not stated)	i	3%	-4.0	2%	i	7%	2	0
CC(=O)NCCNC(=O)c1ccc2c(c1)S(=O)(=O)c1ccccc1C2=O	i	12%	-3.7	0%	i	-7%	-2	0
Cc1cc(C)nc(-n2nc(C)c(C3(O)C(=O)Nc4ccccc43)c2N)n1 (configuration not stated)	-11%[57.5 µM]	1%	-1.0	1%	i	2%	-7	6
O=C(COc1ccc(S(=O)(=O)NC2CCCCC2)cc1Cl)Nc1ccc2c(c1)OCO2	u	17%	-2.4	1%	x	-11%	-2	16
CC(=O)NC(=S)Nc1ccc(NC(=S)NC(=O)c2ccc([N+](=O)[O-])cc2)cc1	i	12%	1.1	1%	i	-8%	-2	-15
COC(=O)c1cc(=O)c2ccc(OC)cc2o1	i	-6%	0.1	0%	i	10%	8	-16
Cc1cc(=O)oc2cc(OCC(=O)Nc3nccs3)ccc12	i	0%	0.9	-1%	i	1%	-14	3
CCc1noc(C)c1C(=O)N(C)CC(=O)Nc1ccc(OC)cc1	-10%	-5%	1.0	-19%	i	6%	0	8
COc1ccc(NC(=O)c2cc3c(Cl)nc4ccccc4c3s2)cc1OC	-2%	-1%	-9.9	1%	i	12%	2	80
CC(=O)Nc1ccc(NC(=O)c2c(C)c(-c3ccccc3)nc3ccccc23)cc1	-3%	7%	-1.6	x	i	-5%	-2	4
COc1ccc(/C=C\C(=O)c2c(O)ccc3c(C)cc(=O)oc23)cc1	-20%	-14%	-0.4	0%	i	-5%	-5	-20
O=c1oc2ccccc2c(NC2CCCCC2)c1NS(=O)(=O)c1ccc(Cl)cc1	i	16%	-0.2	-2%	i	1%	6	0
O=C(NCC(=O)N(CC1CCCO1)C(C(=O)NC1CCCCC1)c1cccnc1)c1cccs1 (configuration not stated)	-9%	10%	-0.5	2%	i	10%	-1	-6
COC(=O)C1=C(C)NC(C)=C(C(=O)OCC2CCCO2)C1c1cccc(Cl)c1 (configuration not stated)	-35%[inhibitor]	-4%	-4.4	-1%	i	0%	-2	-10
O=C1CCC(C(=O)N2CCCC(N3CCN(c4cccc(C(F)(F)F)c4)CC3)C2)=NN1 (configuration not stated)	-24%	-5%	1.1	-8%	i	-5%	2	7
O=S(=O)(c1cnc(Cl)c(Br)c1)N1CCc2ccccc21	i	15%	-2.2	1%	i	5%	-10	-53*
COc1ccc(N2CCN(C(=O)c3ccc(CS(=O)Cc4ccc(Cl)cc4)o3)CC2)cc1 (configuration not stated)	-14%	4%	0.2	-10%	i	-4%	3	8
CCOc1ccccc1C=NNC(=O)c1cccc2ccccc12	-7%	-5%	0.1	x	i	4%	6	-1
O=C(NCCc1cn2ccccc2n1)c1ccc(Br)o1	-12%	14%	-1.6	2%	i	25%	-3	u
COc1ccc(-c2csc(NC3OC(=O)c4c3ccc(OC)c4OC)n2)cc1OC (configuration not stated)	-27%	-2%	-0.6	0%	i	5%	8	-17
CC(OC(=O)CCc1nc2ccccc2[nH]c1=O)C(=O)c1ccccc1 (configuration not stated)	i	3%	0.3	2%	i	0%	7	-4
O=C(Nc1ccc(SC(F)F)cc1)c1ccc2c(=O)n3c(nc2c1)CCC3	-38%[inhibitor]	-4%	-24	1%	i	6%	15	4
CC(C)c1nnc(SCC(=O)N2CCOCC2)n1C	2%[57.5 µM]	11%	0.6	1%	i	-2%	2	-11
Cc1ccc(OCc2ccc(C(=O)Nc3nccs3)o2)cc1	-15%[57.5 µM]	6%	-1.2	-2%	i	-2%	0	23

Structures shown so far with a CF3 group:
SMILES	PTHR1 ag	EPAC2 agonist	CCT modulator	MmCpn inh	Akt phos inh	EPAC2 antagonist	DRD3 agonist	DRD3 antagonist
Cc1ccccc1S(=O)(=O)Nc1ncc(C(F)(F)F)cc1Cl	-43%[inhibitor]	8%	1.1	1%	i	3%	2	-13
COc1cccc(C(=O)Nc2ccccc2OC(F)(F)F)c1	i	-2%	0.4	-4%	i	-11%	3	15
O=C1CCC(C(=O)N2CCCC(N3CCN(c4cccc(C(F)(F)F)c4)CC3)C2)=NN1 (configuration not stated)	-24%	-5%	1.1	-8%	i	-5%	2	7
